# Screens as filed in PubChem.
# FEN1 inhibitor: human FEN1 inhibition; hit rate 0.35% among 390,000; AID 588795; Potency, µM (highest dose often 114 µM), for the others: at the top dose activity change, negative = inhibition, usual class: inhibitors; P39748; Recombinant FEN1 flap cleavage, fluorescence, 15 min; further: nearly all actives have a fitted effect of over 65% in size
# Target sequence (P39748 whole entry, looked up): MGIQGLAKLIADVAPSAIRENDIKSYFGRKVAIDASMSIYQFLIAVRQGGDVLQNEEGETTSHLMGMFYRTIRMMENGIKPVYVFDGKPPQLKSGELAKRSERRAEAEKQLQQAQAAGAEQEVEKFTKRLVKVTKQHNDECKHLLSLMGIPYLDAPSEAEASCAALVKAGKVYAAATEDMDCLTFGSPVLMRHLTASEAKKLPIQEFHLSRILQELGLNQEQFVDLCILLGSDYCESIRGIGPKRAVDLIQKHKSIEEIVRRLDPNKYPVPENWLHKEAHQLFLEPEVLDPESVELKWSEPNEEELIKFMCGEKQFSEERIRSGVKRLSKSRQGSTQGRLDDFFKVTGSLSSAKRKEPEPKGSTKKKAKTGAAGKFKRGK
#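 Steps: FEN1 (10 nM) dispensed; compound added by pin tool; 15 min at room temperature; substrate added to 50 nM final; reads at 0 min and 15 min; data normalized and fitted (four-parameter Hill).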
# TDP1 inh: TDP1 (human) enzyme inhibition; Potency, µM (top dose mostly 130 µM), inactives show at the highest dose activity change, negative = inhibition, actives largely listed as inhibitors; Q9NUW8; hit rate 0.28% among 350,000; recombinant TDP1, AlphaScreen DNA substrate cleavage; further: nearly all actives have a fitted effect of over 40% in size
# Target sequence (Q9NUW8 whole entry, looked up): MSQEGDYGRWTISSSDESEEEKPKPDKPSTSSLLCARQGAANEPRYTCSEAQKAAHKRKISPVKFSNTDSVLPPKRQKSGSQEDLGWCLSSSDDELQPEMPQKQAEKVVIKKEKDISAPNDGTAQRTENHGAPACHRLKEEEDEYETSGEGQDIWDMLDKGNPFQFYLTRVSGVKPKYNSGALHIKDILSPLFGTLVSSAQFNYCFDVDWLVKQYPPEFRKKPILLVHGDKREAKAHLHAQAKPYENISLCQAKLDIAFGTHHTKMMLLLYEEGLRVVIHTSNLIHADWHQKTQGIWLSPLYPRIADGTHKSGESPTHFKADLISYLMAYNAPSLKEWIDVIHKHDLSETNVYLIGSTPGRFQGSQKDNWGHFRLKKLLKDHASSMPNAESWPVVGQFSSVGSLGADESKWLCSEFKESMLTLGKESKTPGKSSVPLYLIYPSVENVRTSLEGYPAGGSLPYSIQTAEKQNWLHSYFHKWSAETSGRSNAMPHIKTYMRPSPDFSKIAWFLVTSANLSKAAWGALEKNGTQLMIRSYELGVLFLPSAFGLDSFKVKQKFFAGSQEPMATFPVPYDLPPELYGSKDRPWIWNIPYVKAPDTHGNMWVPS
#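 Recombinant human Tdp1 (E. coli-expressed, 1 nM final) preincubated with compounds 15 min at room temperature, then 5'-biotin/3'-phosphotyrosine-FITC DNA substrate (15 nM final) added for 5 min. AlphaScreen beads (10 ug/ml final) added 10 min; cleavage lowers signal.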
# N370S GC: inhibitors or activators of N370S glucocerebrosidase for Gaucher disease. hit rate 0.092% among 330,000. Potency, µM (series often up to 59.4 µM), for inactives: at the top dose activity change, negative = inhibition, actives largely listed as inhibitors. N370S GC spleen homogenate, 4MU-glucoside fluorescence;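 further: 0% = full enzyme activity and -100% = no enzyme basal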
# * = called active by the depositor; ? = inconclusive; / = not tested or not shown; [ ] = dose if it differs, or a comment. The call rests on the fitted dose curve; in most records, active means well fitted curve in the direction sought with a large enough effect; inconclusive means small, poorly fitted or top-dose-only effect, or another doubt; inactive means no such curve, though single readings can be large; an effect the other way counts as inactive or inconclusive. Unless noted, on the % scale 0 is the no-effect control and ±100 the full control effect; potency means the concentration at half of the fitted maximal effect.
# Every second line gives: FEN1 inhibitor	TDP1 inh	N370S GC
CC(C(=O)Nc1ccc(C(=O)O)cc1)N1C(=O)c2ccccc2C1=O (stereo not given)
→ 7%	9%	-3%
O=C(Nc1ccccc1F)C(=Cc1sc(N2CCOCC2)nc1-c1ccccc1)C(=O)Nc1ccccc1F
→ -7%	-1%	-5%
Cc1cccc(NC(=O)CN2C(=O)NC(C)(c3ccc4c(c3)OCO4)C2=O)c1 (stereo not given)
→ 6%	-5%	2%
CCCCOc1nc2ccccc2nc1C(C#N)C(=O)NC1CCCCC1 (stereo not given)
→ 2%	-12%	?
CC1OC(C)(C)OC1C1CNc2nc(NC(=O)C(C)(C)C)[nH]c(=O)c2N1C(=O)c1cccnc1 (stereo not given)
→ 5%	3%	-9%
O=C(c1cccc(Cl)c1)C1CCCN(C(=O)c2ccoc2)C1 (stereo not given)
→ -1%	/	-4%
COc1ccc(CCNC(=O)CCS(=O)(=O)c2ccc3c(c2)NC(=O)CO3)cc1OC
→ -16%	2%	-22%
COc1ccc(NC(=O)C2CCC(CNS(=O)(=O)c3cccc4nsnc34)CC2)cc1OC (stereo not given)
→ 10%	1%	/
COc1ccccc1NC(=O)CN1CCN(CC(=O)Nc2ccc(F)c(F)c2)CC1
→ 14%	5%	/
COc1cc(/C=N/O)cc(Br)c1OCC(=O)NCc1ccccc1
→ 4%	2%	5%
CC1C(=NO)C(C)C(c2ccccc2)NC1c1ccccc1 (stereo not given)
→ -19%	5%	-3%
O=C(COc1ncnc2cc([N+](=O)[O-])ccc12)NC(=O)NC1CCCCC1
→ 4%	5%	-1%
CCOC(=O)OCC
→ /	14%	1%
FC(F)Oc1ccc(NC(=S)N2CCc3ccccc32)cc1
→ 1%	1%	-10%
CC(=O)c1cccc(N=C2C(=O)Nc3ccccc32)c1
→ -1%	5%	-2%
COc1ccc(/C=C(\C)c2nc(C)c(-c3ccccc3)c(=O)[nH]2)cc1
→ 0%	/	-1%
CS(=O)(=O)N(CC(=O)N1CCC(C(N)=O)CC1)C1CCCCC1
→ 1%	-3%	7%
O=C(CNC(=O)c1ccc(Cl)cc1)OCC(=O)c1ccc2c(c1)OCCO2
→ -2%	6%	/
O=C1c2ccccc2NC(c2ccc(Br)o2)N1O (stereo not given)
→ -17%	1%	/
CCCCn1c(N)c(N(CCC(C)C)C(=O)C2CC(=O)N(c3ccc(OC)cc3OC)C2)c(=O)[nH]c1=O (stereo not given)
→ 2%	-12%	1%
CCCCn1c(=O)nc2n(-c3ccc(F)cc3)c3ccccc3cc-2c1=O
→ 0%	5%[12.3 µM]	/
COc1ccc(OC)c(CCNC(=O)C(C)n2c(C)c3cnn(-c4ccccc4)c(=O)c3c2C)c1 (stereo not given)
→ -6%	8%	/
Cc1ccc(NC(=O)COC(=O)Cc2cccs2)c(Br)c1
→ 1%	-4%	-7%
CCOc1ccccc1NC(=O)NCCC1=CCCCC1
→ 6%	2%	2%
Cc1c(C(=O)/C=C/N(C)C)nnn1-c1ccc(F)c(Cl)c1
→ -17%	-1%	20%
Cc1cc(-c2ccccc2)nc(N2CCC(C(=O)NC34CC5CC(CC(C5)C3)C4)CC2)n1
→ -3%	1%	-5%
Cc1ccc(C(=O)Nc2nc3n(n2)C(c2ccccc2)C=C(c2ccccc2)N3)cc1 (stereo not given)
→ 1%	-3%	/
COC(=O)[C@@H](NC(=O)NCCC1=CCCCC1)C(C)C
→ 19%	0%	7%
COCCN1C=C(C(=O)OC)C(c2cc3c(cc2Br)OCO3)C(C(=O)OC)=C1
→ -7%	-7%	20%
CC(CNC(=O)c1ccc(Br)o1)NC(=O)c1ccc(Br)o1 (stereo not given)
→ 2%	3%	8%
COc1ccc(C2CC(C(C)(C)C)=NN2c2ccc(S(N)(=O)=O)cc2)cc1 (stereo not given)
→ ?	2%[56.1 µM]	/
COC(=O)C1=C(C)N(Cc2ccco2)C(=O)/C1=C\c1ccc(N(C)C)cc1
→ 3%	4%	14%
CC(Oc1ccc(Cl)cc1Cl)C(=O)Nc1ccc(O)cc1 (stereo not given)
→ -15%	0%	-5%
CCOC(=O)c1sc2nc(SCC(=O)NCc3ccco3)n(Cc3ccccc3)c(=O)c2c1C
→ -4%	-1%	2%
COc1ccc(C2CC3(CC(C)(C)NC(SC)=N3)Oc3cc(O)cc(C)c32)cc1 (stereo not given)
→ -2%	0%	9%
Cc1ccc(C)c(N2CCN(C(=O)CN3C(=O)CSc4c3c(C)nn4-c3ccccc3)CC2)c1
→ 16%	5%	/
CCC(C)C(NC(=O)C1CCC(C)CC1)C(=O)Nc1ccc(OC)cc1 (stereo not given)
→ 4%	0%	-8%
Cc1ccc(NCC(=O)Nc2ccc(Br)cc2)cc1F
→ -15%	3%	2%
Cc1ccc(OCC(=O)Nc2ccc(O)c(C(=O)O)c2)cc1C
→ -8%	-1%	4%
Cc1ccc(S(=O)(=O)N2CCN(S(C)(=O)=O)C2C)cc1 (stereo not given)
→ 9%	/	1%
CCCOc1ccc(N2C(=O)CC(NCc3cccnc3)C2=O)cc1 (stereo not given)
→ 8%	6%	0%
CC(C)COc1ccc(C(=O)Nc2cc(-c3ccccc3)no2)cc1
→ 26%	5%	/
COc1ccccc1N1CCN(CC(=O)N(CC(C)C)c2c(N)n(CC(C)C)c(=O)[nH]c2=O)CC1
→ 0%	-2%	-3%
COc1ccc(OC[C@@H](O)CNC(=O)c2cccc3c2C(=O)c2ccc(-c4ccc(F)cc4OCc4ccccc4)cc2S3(=O)=O)cc1
→ 10%	4%	/
Cc1ccc(Cl)cc1Nc1nn2c(=O)c3ccc(C(=O)Nc4ccc(F)cc4)cc3nc2s1
→ -21%	8%	/

# Single entries from the list:
# Result for Cc1ccc(Cl)cc1Nc1nn2c(=O)c3ccc(C(=O)Nc4ccc(F)cc4)cc3nc2s1 under TDP1 inh: 8%
# Result for COc1ccccc1N1CCN(CC(=O)N(CC(C)C)c2c(N)n(CC(C)C)c(=O)[nH]c2=O)CC1 under TDP1 inh: -2%
# Result for CC(C)COc1ccc(C(=O)Nc2cc(-c3ccccc3)no2)cc1 under FEN1 inhibitor: 26%
# Result for CCC(C)C(NC(=O)C1CCC(C)CC1)C(=O)Nc1ccc(OC)cc1 (stereo not given) under FEN1 inhibitor: 4%
# Result for Cc1ccc(C)c(N2CCN(C(=O)CN3C(=O)CSc4c3c(C)nn4-c3ccccc3)CC2)c1 under TDP1 inh: 5%
# Result for Cc1ccc(NCC(=O)Nc2ccc(Br)cc2)cc1F under N370S GC: 2%
# Result for COc1ccc(C2CC3(CC(C)(C)NC(SC)=N3)Oc3cc(O)cc(C)c32)cc1 (stereo not given) under N370S GC: 9%

# (next part)
# Every second line gives: FEN1 inhibitor	TDP1 inh	N370S GC
O=C(N/N=C/c1cc(Cl)ccc1O)C(=O)Nc1ccccc1OC(F)(F)C(F)F
→ -3%	8%	3%
COc1ccc(-c2cc3ccccc3s2)cc1[C@H]1[C@H]2C=CC[C@@H](C)[C@@H]2C(=O)N1Cc1ccccc1
→ 11%	-1%	15%
COc1ccccc1-c1cc(-c2ccccc2)nc(SC(C(N)=O)c2ccccc2)c1C#N (stereo not given)
→ -4%	1%	2%
CCC(=O)N(C)CCc1cc2c(c(OC)c1/C=N/NC(=O)c1ccccc1O)OCO2
→ 4%	0%	-2%
C=CCn1c(SCc2nc(N)nc(N3CCCCC3)n2)nnc1-c1ccco1
→ -1%	2%	-3%
CCOc1ccccc1Nc1ccc2cc(S(=O)(=O)N3CCCCC3)ccc2n1
→ 10%	0%	/
C[C@@H]1[C@H](O)C[C@@]23COC(=O)C2=CCCC3[C@@]1(C)CCC1COC(=O)C1 (stereo not given in full)
→ -6%	/	-22%
CCOc1ncccc1C(=O)OCC(=O)Nc1ncc(C(F)(F)F)cc1Cl
→ -3%	-3%	7%
COC(=O)c1ccccc1NC(=O)Nc1cccc(C)n1
→ 19%	3%	7%
Cc1ccc(C)c(OCC(=O)O/N=C(\N)c2ccccn2)c1
→ -6%	3%	4%
COc1ccccc1-c1nnc(SCC(=O)Nc2ccc(S(N)(=O)=O)cc2)n1N
→ 5%	4%	4%
S=c1[nH]nc(CCc2nc3ccccc3[nH]2)n1-c1ccccc1
→ 0%	-5%	8%
CC1(C)Cc2cccc(OCC(=O)N3CCN(c4ccccc4Cl)CC3)c2O1
→ -8%	/	-17%
Cc1ccc2nc(SCC(=O)NCc3ccco3)nc(=O)n2c1
→ -3%	/	0%
Clc1cccc(Cl)c1OCCCCN1CCCCC1
→ -1%	/	-1%

# 2 consecutive entries from above:
# Every second line gives: FEN1 inhibitor	TDP1 inh	N370S GC
O=C(N/N=C/c1cc(Cl)ccc1O)C(=O)Nc1ccccc1OC(F)(F)C(F)F
→ -3%	8%	3%
COc1ccc(-c2cc3ccccc3s2)cc1[C@H]1[C@H]2C=CC[C@@H](C)[C@@H]2C(=O)N1Cc1ccccc1
→ 11%	-1%	15%

# Next part
# Every second line gives: FEN1 inhibitor	TDP1 inh	N370S GC
Cc1ccc(NCC(O)C(O)C(O)CO)c(N=Nc2ccccc2)c1C (stereo not given)
→ 19%	/	-18%
Cc1ccccc1C(=O)N1CCN(c2ccc(N3CCOCC3)nn2)CC1
→ 1%	-17%	9%
COc1ccccc1C(=O)N1CCN(Cc2nc3cc([N+](=O)[O-])ccc3n2C)CC1
→ 8%	-5%	0%
Cc1ccc(C(=O)N/N=C\c2ccc(OC(=O)c3cccc(F)c3)cc2)cn1
→ 1%	/	-5%
CSc1ccc(S(=O)(=O)NCc2ccccc2)cc1
→ 0%	0%	-4%
Cc1ccc(C(=O)N(C)CC(=O)Nc2cccc(C)c2C)o1
→ -2%	/	-33%
Cc1cc(SCC(=O)NCC2CCCO2)nc2ccccc12 (stereo not given)
→ -12%	2%	11%
Cn1c(SCC(=O)Nc2ccccc2O)nnc1-c1ccco1
→ 5%	1%	-6%
COc1ccc2[nH]c(=O)c(COC(=O)c3cccs3)cc2c1
→ 3%	2%	5%
Cc1ccc(OCCCN2C(=O)C(=O)c3cccc(C)c32)cc1
→ 2%	10%	1%
COc1ccc(-c2nc3sc(CCNS(=O)(=O)c4ccc(F)c(C)c4)c(C)n3n2)cc1
→ -12%	8%	/
COc1ccccc1-c1ccc(NC2CCCCC2)nn1
→ ?	2%	1%
CCOc1ncccc1-c1nc(-c2cccs2)no1
→ -15%	/	-11%
C=CC[C@@H](CC(=O)NCCO)C(=O)N[C@@H](C)COC(=O)[C@H](CC=C)CC(=O)OC(C)(C)C
→ 15%	2%	/
COc1ccc(NC(=O)c2oc3ccccc3c2NC(=O)C(C)(C)C)cc1
→ -13%	7%	20%
COc1ccc(CCN2CC(C(=O)NCc3ccc(F)cc3)CC2=O)cc1OC (stereo not given)
→ -4%	/	10%
CCOC(=O)c1c[nH]c2c3c(ccc2c1=O)CCCC3
→ -7%	8%	-4%
O=C(NC(=S)Nc1ccc2c(c1)C(=O)c1ccccc1C2=O)c1ccc(F)cc1
→ /	3%	5%
CCc1ccc(NC(=O)Nc2cccs2)cc1
→ -7%	6%	-3%
O=C(Nc1cccc(F)c1)c1ccc2ncsc2c1
→ -3%	/	-11%
O=C(Nc1cccc(-c2cnc3ccccc3n2)c1)c1ccncc1
→ -7%	3%	9%
CCOC(=O)C1CCCN(C(=O)COc2ccc(N(C)S(=O)(=O)c3ccc(F)cc3)cc2)C1 (stereo not given)
→ 16%	5%	-3%
COc1ccc(/C=C2\N=C(C(C)(C)C)OC2=O)c(OC)c1
→ 17%	3%	-24%
Cc1ccccc1C(=O)NCc1nc2cccnc2n1Cc1ccccc1
→ 21%	2%	/
CCOc1nnnc2c1sc1nc(N3CCOCC3)c3c(c12)CCCC3
→ 1%	5%	0%
CCC(=O)NCCCCNC(=O)CC
→ 1%	1%	-4%
N#Cc1ccccc1-c1ccccc1C(=O)N1CCCCC1
→ 21%	/	-5%
CCn1c(O)c(/C=C2\C=Nc3ccccc32)sc1=O
→ 19%	-5%	?
O=C(Cn1cnc2nc3c(cc2c1=O)CCCC3)N1CCN(c2cccc(C(F)(F)F)c2)CC1
→ -5%	-4%	/
O=C(Nc1ccc(N2CCN(C(=O)c3ccco3)CC2)cc1)c1ccco1
→ -1%	6%	-17%
CCOc1ccc(CCNC(=O)c2ccc(-n3c(C)cc4c3CCCC4)cc2)cc1OCC
→ 0%	2%	/
COc1cccc(NC(=O)COC(=O)c2cc(=O)c3ccccc3o2)c1
→ 2%	2%	/
COc1ccc(Cn2c(-c3ccco3)nc3oc4cc(OC)ccc4c(=O)c3c2=O)cc1
→ ?	0%	4%
O=C(Nc1ccc(-c2nc3ccccc3[nH]2)cc1)c1c(F)c(F)c(F)c(F)c1F
→ 0%	0%	-1%
CCCn1nc(C(=O)N2CCCc3ccccc32)c2ccccc2c1=O
→ -1%	3%	2%
COc1ccc(CCN2CC(C(=O)N(C)CC(=O)Nc3cccc(F)c3)CC2=O)cc1OC (stereo not given)
→ 30%	1%	0%
CCCCN(C(=O)c1ccc(N2C(=O)c3ccccc3C2=O)cc1)c1c(N)n(CC(C)C)c(=O)[nH]c1=O
→ 4%	-11%[0.505 µM]	-1%
CC(C)CC(=O)Nc1ccc(S(=O)(=O)Nc2nccs2)cc1
→ 20%	/	2%
O=C(OCc1nc2ccccc2[n+]([O-])c1C(=O)c1ccccc1)c1ccco1
→ -10%	4%	1%
